KB-3-1 cytotox = kills parental KB-3-1 adenocarcinoma cells; 1.4% of 400,000 active; Potency, µM (top dose mostly 46.1 µM), inactives show at the highest dose activity change, negative = cytotoxic, most hits filed as cytotoxic; KB-3-1 viability, CellTiter-Glo ATP luminescence, 72 h; AID 1347075; also: % is scaled to controls: 0 for no effect and ±100 for the full control effect; nearly all actives have a fitted effect of over 60% in size
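Parental KB-3-1 viability, qHTS format: 72 h compound exposure, 37 °C; CellTiter-Glo; media-only wells and DMSO plates as controls; concentration-effect fits on corrected data.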
HT1080-NT tox = kills 2HG-producing HT-1080-NT fibrosarcoma cells | 1.6% of 360,000 active | AID 686970 | HT-1080-NT fibrosarcoma viability, CellTiter-Glo ATP luminescence, 48 h | Potency, µM (series often up to 46.1 µM), inactives show at the highest dose activity, negative = less viability, actives largely listed as cytotoxic;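 also: NT is the 2HG producing partner of a matched IDH1 knockdown line; 0% = DMSO-treated cells and -100% = media-only wells without cells; nearly all actives have a fitted effect of over 55% in size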
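HT-1080-NT fibrosarcoma cells (2HG-overproducing), 750 cells/well in RPMI with 5% FBS, dosed after 2 h and incubated 48 h at 37C. CellTiter-Glo luminescence normalized to DMSO and no-cell wells; concentration-response curves fitted and classed.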
GLP1R ag = activates the human GLP-1 receptor; 0.007% of 380,000 active; Potency, µM (series often up to 45.6 µM), for inactives: at the top dose activation, most hits filed as activators; P43220; HEK293 GLP-1R CRE-luciferase, luminescence, 4-6 h; cells express a hypersensitive GLP-1R form; also: % of control where 0% means no effect
Target sequence (P43220 whole entry, looked up): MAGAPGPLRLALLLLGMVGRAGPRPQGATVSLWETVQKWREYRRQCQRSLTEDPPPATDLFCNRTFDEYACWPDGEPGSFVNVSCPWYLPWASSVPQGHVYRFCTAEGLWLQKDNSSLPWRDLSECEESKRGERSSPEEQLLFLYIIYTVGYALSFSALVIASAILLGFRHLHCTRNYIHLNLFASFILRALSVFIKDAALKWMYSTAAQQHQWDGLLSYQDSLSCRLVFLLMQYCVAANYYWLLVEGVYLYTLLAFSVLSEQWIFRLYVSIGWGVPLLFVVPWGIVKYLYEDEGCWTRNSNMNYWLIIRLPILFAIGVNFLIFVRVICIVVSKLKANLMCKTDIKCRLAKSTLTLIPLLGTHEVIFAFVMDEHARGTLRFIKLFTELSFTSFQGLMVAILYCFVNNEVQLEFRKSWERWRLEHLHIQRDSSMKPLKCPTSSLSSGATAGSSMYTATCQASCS
SW480 rerep = DNA re-replication induction in SW480 cells; SW480 DNA re-replication, Hoechst DNA content imaging, 48 h; Potency, µM (titrated, usually from 46.1 µM), without a hit: at the highest dose re-replication activation, usual class: activators; 1.8% of 340,000 active; AID 624297; also: % of control where 0% means no effect; nearly all actives have a fitted effect of over 55% in size
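Hoechst fluorescence of nuclei (405 nm excitation, 500-530 nm emission) measured by plate-scanning imager after 48 hr compound exposure at 37 C; re-replication scored as increased number of nuclei with elevated intensity.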
TDP-43 yeast inh = rescues yeast growth from TDP-43 toxicity | TDP-43 expressing yeast growth rescue, BacTiter-Glo, 24 h | Potency, µM (doses to about 46.1 µM), for the others: at the highest dose growth rescue (activation), hits mostly activators | 1.8% of 410,000 active | AID 652104; also: % of control where 0% means no effect; nearly all actives have a fitted effect of over 50% in size
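In this qHTS, compounds that restore growth of yeast expressing TDP-43 appear as activators. Cells (OD600=0.02, galactose medium, raffinose-pregrown) are incubated with compound 24 hr at 30 deg C and growth is quantified by BacTiter-Glo.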
GLP1R cytotox = cytotoxicity counter-screen for GLP-1 receptor inverse agonists | HEK293 cAMP-luciferase reporter cells, luminescence, 24 h | Potency, µM (series often up to 38.3 µM), inactives show at the top dose activity change, negative = inhibition, hits mostly inhibitors | 0.13% of 410,000 active;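 also: loss of luciferase light is scored as toxicity; % is scaled to controls: 0 for no effect and ±100 for the full control effect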
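Here, cytotoxicity is scored as loss of luminescence. The MLSMR collection was tested on cells seeded in medium containing 10% Nu serum, with a 24 hr compound exposure preceded by 12 hours of culture.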
KB-V1 MDR tox = KB-V1 MDR subline cytotoxicity | KB-V1 MDR cells viability, CellTiter-Glo, 72 h | Potency, µM (highest dose often 46.1 µM), for inactives: at the top dose activity change, negative = cytotoxicity, actives largely listed as cytotoxic | 3.4% of 400,000 active | AID 1347076; also: % is scaled to controls: 0 for no effect and ±100 for the full control effect; nearly all actives have a fitted effect of over 60% in size
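Luminescent ATP read-out (CellTiter-Glo, 10 min) measures survival of drug-selected KB-V1 MDR cells after 72 h, 37 degrees C compound exposure. Medium: phenol-red-free DMEM, 10% FBS. Values from fitted concentration-response curves.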
GLP-1R inv ag = GLP-1 receptor (human) inverse agonism | P43220 | HEK293 GLP-1R CRE-luciferase, luminescence, 24 h; GLP-1R form is constitutively active | Potency, µM (top dose mostly 38.3 µM), inactives show top-dose activity change, negative = inhibition, usual class: inhibitors | 1.6% of 410,000 active | AID 624417; also: % is scaled to controls: 0 for no effect and ±100 for the full control effect; nearly all actives have a fitted effect of over 55% in size
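Seeding at 200 cells/uL, 12 h culture, 24 hr compound treatment, then luciferase reagent and a luminescence read; cells are HEK293 stably expressing a constitutively active GLP-1R plus cAMP-responsive luciferase.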
HT1080 IDH1KD tx = HT-1080 IDH1 knockdown cell toxicity (counter line) | HT-1080 IDH1 knockdown viability, ATP luminescence, 48 h | Potency, µM (titrated, usually from 46.1 µM), for the others: at the highest dose activity, negative = toxicity, most hits filed as cytotoxic | 2% of 360,000 active | AID 686971;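 also: 0% = DMSO wells and -100% = cell-free medium wells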
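Luminescent ATP read-out (CellTiter-Glo, 10 min at room temperature) after 48 h compound exposure at 37 °C gave viability of IDH1-knockdown HT-1080 cells. Activity was normalised to DMSO and cell-free wells, then fitted as concentration-response curves.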
The depositor's hits bear a star; ? = inconclusive; . = no result given; [ ] = another dose, or the depositor's remark. Calls follow the shape of the dose curve; as a rule, active = well fitted curve in the direction sought with a large enough effect; inconclusive = small, poorly fitted or top-dose-only effect, or another doubt; inactive = no such curve, though single readings can be large; an effect the other way counts as inactive or inconclusive. Potency is read from the fitted curve at half-maximal effect.

SMILES	KB-3-1 cytotox	HT1080-NT tox	GLP1R ag	SW480 rerep	TDP-43 yeast inh	GLP1R cytotox	KB-V1 MDR tox	GLP-1R inv ag	HT1080 IDH1KD tx
COc1ccc(C(=O)NNC(=O)Cn2nc(C)cc2C)cc1S(=O)(=O)N1CCOCC1	-2%	-2%	-2%	.	-17%	-4%	21%	7%	-5%
CCCSc1nc(-c2ccccc2)cc(C(F)(F)F)c1C#N	2%	-1%	-16%	-5%	-10%	-8%	4%	9%	-6%
COc1cccc(NC(=O)C2CCN(S(=O)(=O)c3ccc4c(c3)N(C(C)=O)CCO4)CC2)c1	1%	21%	5%	-13%	1%	3%	11%	2%	-2%
CCOc1ccccc1N1CCN(Cc2ccco2)CC1	-4%	-19%	0%	?	-2%	5%	-5%	?	-5%
COc1ccc(CNC(=O)CCc2ccc(S(=O)(=O)N3CCCCCC3)cc2)cc1	-8%	1%	4%	-6%	6%	3%	?	-25%	-1%
COc1ccc(OCC(NS(=O)(=O)c2ccc(-n3cnnn3)cc2)C(C)C)cc1 (configuration not stated)	-1%	?	0%	11%	0%	-1%	-3%	?	-19%
OCc1c(Cl)nc2ccccn12	0%	9%	-1%	-21%	0%	-4%	-1%	-6%	2%
Cc1ccc(-c2cnc(C(O)c3cccc(C)c3C)[nH]2)cc1 (configuration not stated)	0%	1%	-6%	.	12%	3%	1%	?	3%
CCOC(=O)c1cnc2c(Cl)c(Cl)ccc2c1N1CCN(C)CC1	-3%	15µM*	13%	-1%	0%	?	?	?	16µM*
COc1ccc(CC(=O)N/N=C(\C)CC(=O)Nc2ccc(N(C)C)cc2)cc1	0%	10%	7%	-9%	-13%	-6%	0%	5%	-7%
Cc1cccc(N=C/C(C(=O)C(F)(F)F)=C(\O)c2ccco2)c1	5%	-1%	6%	-2%	0%	19%	-5%	6%	-7%
COc1ccc(-c2csc(NC(=O)COc3ccc(N(C)S(=O)(=O)c4ccc(C)cc4)cc3)n2)cc1	-10%	0%	-15%	8%	-5%	28%	0%	-10%	-10%
CCc1c2ccccc2nn1-c1ccccc1C(=O)C(C)=O	3%	-1%	8%	2%	-4%	8%	0%	-15%	-2%
O=P(OC1CCCCC1)(OC1CCCCC1)C(Nc1ccccc1)c1cccnc1 (configuration not stated)	-1%	-19%	10%	-63%[inhibitor]	-21%	0%	?	?	-21%
COC(=O)c1scc(-c2ccc(C)cc2)c1S(=O)(=O)Nc1ccc(NC(C)=O)cc1	?	.	.	.	-4%	-4%	-17%	?	.
CCn1c(SC)nnc1-c1ccc(S(=O)(=O)N2CCCCC2)cc1	-17%	3%[9.24 µM]	-4%	-1%	-14%	-26%	0%	1%	-11%
CCC(=O)N1CCN=C1SCc1c(F)cccc1Cl	-5%	2%	-1%	-6%	11%	8%	?	-3%	-2%
CCNS(=O)(=O)c1ccc(NS(=O)(=O)c2cc(C)ccc2C)cc1	7%	-8%	14%	1%	17%	-3%	5%	-24%	-4%
O=C(C1=C(O)C(=O)N(Cc2ccco2)C1c1cccs1)c1cccs1 (configuration not stated)	6%	2%	0%	-4%	2%	1%	4%	1%	1%
NS(=O)(=O)c1ccc(NC(=O)NC2CCCCC2)cc1	6%	4%	-5%	-5%	14%	0%	?	0%	1%
Cc1cccc(NC(=O)CCN2CC(C)CC(C)C2)c1 (configuration not stated)	0%	2%	-7%	-1%	17%	6%	-17%	1%	6%
NC(=O)c1ccc(F)cc1	6%	-2%	0%	-5%	1%	1%	2%	3%	-3%
COc1ccc(C(=O)NCc2ccncc2)cc1OC	-5%	16%	2%	-5%	-20%	11%	0%	9%	9%
COc1cc(N)ccc1NC(=O)c1cc2ccccc2o1	10%	12%	22%	-6%	6%	1%	3%	1%	2%
COc1ccc(NC(=O)CSCC(=O)Nc2cccc3ncccc23)cc1	-9%	-11%	16%	-1%	-18%	9%	0%	-7%	-21%
SMILES	KB-3-1 cytotox	HT1080-NT tox	GLP1R ag	SW480 rerep	TDP-43 yeast inh	GLP1R cytotox	KB-V1 MDR tox	GLP-1R inv ag	HT1080 IDH1KD tx
CCOc1ccc(N(C(=O)c2ccccc2F)S(=O)(=O)c2ccc3c(c2)n(C)c(=O)n3C)cc1	7%	.	.	.	17%	9%	-10%	-2%	.
O=C(N/N=C/c1c(O)ccc2ccccc12)Nc1ccccc1	?	-8%	-3%	134%	-8%	3%	?	?	-10%
COc1ccc(-c2cc3nc(C)cc(-c4ccc(OC)cc4)n3n2)cc1	25%	0%	23%	?	15%	7%	-6%	7%	-16%
CC(NC(=O)c1ccco1)c1cccc2ccccc12 (configuration not stated)	5%	2%	0%	-9%	20µM*	5%	-27%	0%	-1%
CCOc1cc2[nH]c(=S)n(C3CC3)c(=O)c2cc1OCC	9%	0%	12%	-6%	6%	-4%	-19%	5%	5%
CCOC(=O)c1c(C)[nH]c(C)c1S(=O)(=O)N(C)CC(=O)Nc1ccccc1	-4%	-4%	8%	-7%	3%	-27%	10%	2%	-1%
Cn1cccc1CN1CCC[C@]2(N[C@H](c3ccccc3)[C@@H]3C(=O)N(Cc4ccccc4)C(=O)[C@@H]32)C1=O	-11%	0%	0%	.	7%	-4%	16%	1%	1%
C=CCN1CN(S(=O)(=O)c2ccc(OC)cc2)c2nc3ccccc3nc21	?	-1%	18%	-5%	11%	-3%	-9%	-17%	-25%
Cc1c(NS(=O)(=O)c2cc(NC(=O)CCN3CCCC(C)C3)ccc2Cl)c(=O)n(-c2ccccc2)n1C (configuration not stated)	3%	-4%	-1%	-2%	10%	5%	1%	6%	-8%
CCOc1ccc(CNS(=O)(=O)c2c(C)nc3sccn3c2=O)cc1OC	-1%	-1%	11%	-17%	6%	1%	29%	4%	2%
CCc1ccc(NC(=O)CSc2nnc(C3CC3)n2CC2CCCO2)cc1 (configuration not stated)	4%	9%	1%	-11%	2%	-7%	?	7%	3%
O=C(N/N=C/C1CCCCC1)c1cc(Cl)ccc1O	7%	-5%	-18%	0%	-9%	-4%	1%	12%	9%[9.24 µM]
Cc1ccc(CCNC(=O)c2nc(CS(=O)(=O)c3ccc(Cl)cc3)no2)cc1	-3%	5%	14%	0%	16%	-4%	1%	?	-2%
Fc1ccccc1/C=C1\CCCC2=C1Nc1nnnn1C2c1ccccc1F (configuration not stated)	-15%	13µM*	4%	16%	-17%	-3%	-17%	-7%	10µM*
Cn1c2c(c(=O)n(C)c1=O)CN(Cc1ccc(F)cc1)CN2	0%	-3%	-6%	-4%	-1%	27%	?	14%	-4%
CCOC(=O)C1CCc2nc3ccccc3c(=O)n21 (configuration not stated)	11%	10%	-9%	0%	-1%	-5%	11%	1%	7%
Cc1ccc(S(=O)(=O)N2CCN(C(=O)COC(=O)CSc3cc(C)ccc3C)CC2)c(C)c1	-5%	-3%	2%	-6%	7%	6%	-17%	0%	1%
Cc1cc(CN(Nc2ccccc2)c2ccccc2)cc(C)n1	-21%	-5%	9%	.	16%	-2%	?	?	-4%
COC(=O)N/N=C/c1cc(C)n(-c2cccc3ccccc23)c1C	?	-4%	1%	-174%[inhibitor]	?	16%	21µM*	?	1%
O=C(O)CCN1C(=O)/C(=C\c2ccc(-c3nc4ccccc4s3)o2)SC1=S	6%	12%	-10%	-3%	0%	-1%	10%	10%	6%
COc1cc(/C=C/C(=O)O)cc(S(=O)(=O)NNC(=O)c2ccc3c(c2)OCO3)c1OC	3%	3%	-1%	-3%	-2%	-5%	6%	12%	7%
O=C(COc1ccc(C(F)(F)F)cc1[N+](=O)[O-])Nc1cccc(C(F)(F)F)c1	-5%	6%	0%	-2%	-11%	8%	?	0%	21%
CCSc1nnc(NS(=O)(=O)c2ccc(C)cc2)s1	6%	-1%	2%	0%	29%	-6%	12%	5%	1%
CSc1ncc(C(=O)NCc2ccccc2F)c(-c2ccccc2)n1	-8%	.	.	.	-16%	-1%	?	16%	.
COc1cc(/C=C(\NC(C)=O)C(=O)NC(C)(C)C)ccc1OC(C)=O	0%	-1%	1%	-1%	18%	6%	-10%	0%	-2%

An excerpt from above, reduced to KB-3-1 cytotox and HT1080-NT tox:
smiles	KB-3-1 cytotox	HT1080-NT tox
COc1cc(/C=C/C(=O)O)cc(S(=O)(=O)NNC(=O)c2ccc3c(c2)OCO3)c1OC	3%	3%
O=C(COc1ccc(C(F)(F)F)cc1[N+](=O)[O-])Nc1cccc(C(F)(F)F)c1	-5%	6%

Other structures follow.
SMILES	KB-3-1 cytotox	HT1080-NT tox	GLP1R ag	SW480 rerep	TDP-43 yeast inh	GLP1R cytotox	KB-V1 MDR tox	GLP-1R inv ag	HT1080 IDH1KD tx
S=c1[nH]nc(-c2cc(-c3ccsc3)n[nH]2)n1-c1cccc2ccccc12	14%	-10%	12%	-9%	-17%[0.397 µM]	-4%	8%	1%	-13%
O=C(CSc1nc2ccccc2[nH]1)N/N=C/C=C/c1ccccc1[N+](=O)[O-]	-4%	1%	-7%	7%	-8%	3%	-2%	4%	-1%
Cc1c(C(=O)Nc2ccccc2)sc2ncn(CC(=O)N3CCCCC3)c(=O)c12	?	12%	1%	-12%	-5%	3%	-2%	5%	-7%
CC(C1CCN(Cc2nc(C3CC3)no2)CC1)N1CCOCC1 (configuration not stated)	3%	-2%	8%	4%	5%	6%	1%	-12%	6%
CCn1ccc(-c2ccccc2)c(C#N)c1=O	?	8%	3%	-1%	4%	-7%	?	18%	-1%
COc1ccc(N2CCN(C3CCCN(C(=O)CN4CCCCC4=O)C3)CC2)cc1 (configuration not stated)	-4%	12%	-2%	?	3%	-10%	4%	-2%	-6%

Source: PubChem
